Screening data from PubChem.
ER stress death – ER stress cell death inhibition | CSM14.1 thapsigargin ER stress survival, ATP luminescence | relative survival (cellular ATP), % at 15 µg/mL (by protocol) | 0.33% of 48,000 active | AID 1010;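 active means survival measured by cellular ATP above 50% at 15 µg/ml in the first screen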;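 further: cell death triggered by about 15 µM thapsigargin; ATP read 24 h after thapsigargin was added; plate controls were thapsigargin with DMSO for no effect and DMSO without thapsigargin for full effect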
* hit, by the source's call. Some of the compounds tested (hit frequency here may not be typical).

mol,ER stress death
COc1ccccc1/C=C1/SC(=S)N(CCC(=O)Nc2c(C)n(C)n(-c3ccccc3)c2=O)C1=O,8
COC(=O)C1=C(N)OC2=C(C(=O)CCC2)C1c1ccc(OC)cc1 (stereo not drawn),3
O=C(CCc1ccccc1)Nc1ccc(Cl)cc1,5
O=C(/C=C/c1ccco1)Nc1ccc2c(c1)OCCO2,-8
Cc1ccc(C2(c3ccc(C)cc3)CC2C(=O)Nc2ccccc2[N+](=O)[O-])cc1 (stereo not drawn),0
CCc1ccc(CN2CCN(C(=O)c3cc(OC)cc(OC)c3)CC2)cc1,-2
Cc1ccc(-n2nc3cc(C)c(NC(=O)/C=C/c4cccc([N+](=O)[O-])c4)cc3n2)cc1,-2
CCSc1nnc(NC(=O)c2cccc([N+](=O)[O-])c2)s1,0
CCNC(=NCCc1ccccc1)SC1CC(=O)N(c2ccccc2)C1=O (stereo not drawn),8
COc1ccccc1OCCOc1ccc(Br)cc1/C=c1\sc2nc3ccccc3n2c1=O,5
CCN1C(=O)/C(=C/c2ccc(I)cc2)SC1=S,9
Cc1ccc(N2C(=O)NC(=O)/C(=C\c3ccc(N4CCOCC4)o3)C2=O)cc1,0
Cc1ccc(OCCOc2ccc(Cl)cc2/C=c2\sc3nc4ccccc4n3c2=O)cc1,0
Oc1ccccc1/C=N\Nc1nc(-c2ccc(Cl)cc2)cs1,6
O=[N+]([O-])c1cc(C(F)(F)F)cc([N+](=O)[O-])c1N1CCN(CCO)CC1,6
CCOC(=O)C1=C(C)N(C2CCCCC2)C(=O)C1,8
CC(C)CCOC(=O)c1n[nH]c([N+](=O)[O-])c1[N+](=O)[O-],3
O=C(/C=C/c1ccc(Cl)cc1Cl)NCc1ccccn1,2
COc1ccc(C2NN=C(Cc3ccccc3)S2)cc1 (stereo not drawn),0
COc1ccc([N+](=O)[O-])cc1NCc1cccnc1,18
COC(=O)c1c(C)oc2cc(Br)c(OCc3ccc([N+](=O)[O-])cc3)cc12,1
CC(=O)c1ccc(NS(=O)(=O)c2ccccc2[N+](=O)[O-])cc1,9
O=C(c1ccccc1)N1N=C(c2ccc([N+](=O)[O-])cc2)CC1(O)C(F)(F)F (stereo not drawn),-1
CCOC(=O)C1C(=O)CC(C)(O)C(C(=O)OCC)C1c1ccc(OCC)cc1 (stereo not drawn),0
O=C1NC(=O)N(c2ccc(I)cc2)C(=O)/C1=C\C=C\c1ccco1,-1

4 records drawn at random from those above, as already listed:
mol,ER stress death
CC(=O)c1ccc(NS(=O)(=O)c2ccccc2[N+](=O)[O-])cc1,9
Cc1ccc(-n2nc3cc(C)c(NC(=O)/C=C/c4cccc([N+](=O)[O-])c4)cc3n2)cc1,-2
CCN1C(=O)/C(=C/c2ccc(I)cc2)SC1=S,9
O=C(/C=C/c1ccco1)Nc1ccc2c(c1)OCCO2,-8

Other entries
mol,ER stress death
COc1ccc(N2C(=O)C3C4CC(=O)C(c5ccccc54)C3C2=O)cc1 (stereo not drawn),10
CCOc1ccc(C(=O)c2ccc(Cl)cc2)cc1OCC,15
O=C1S/C(=C\c2ccc(-c3ccccc3[N+](=O)[O-])o2)C(=O)N1c1cccc(Cl)c1,6
O=C(NN1C(=O)/C(=C/c2ccccc2)SC1=S)c1cccc(Cl)c1,-5
CC(=O)c1cccc(NC(=O)c2cccc(C)c2)c1,3
O=C(CC(c1ccc(Cl)cc1)S(=O)(=O)c1ccccc1)c1ccccc1 (stereo not drawn),4
CN1C(=O)/C(=C\C2(C)N3CC4(C)CN2CC(C)(C3)C4=O)c2ccccc21 (stereo not drawn),-6
Cc1cc(-c2ccc(F)cc2)nc2cc(C(=O)O)nn12,10
Cc1ccc(-n2c(O)c(/C=N/N(C)C)c3ccccc3c2=O)cc1,-8
CCOc1ccc(N/C=C(/C#N)c2nc(-c3cccc(OC)c3)cs2)cc1,7
OCCCc1nc2ccccc2n1Cc1ccc2ccccc2c1,-3
Cc1onc(-c2c(Cl)cccc2Cl)c1C(=O)n1c(C)nc2ccccc21,-2
Cc1ccc(OCC(=O)Nc2ccc(C(=O)OCC(C)C)cc2)c(C)c1,2
COc1ccc(Br)cc1/C=C/C(=O)Nc1cccnc1,-9
Fc1ccccc1OCCCCn1ccnc1,22
NC(=O)SCC(=O)Nc1ccccc1Br,4
Cc1cccc(C(=O)N2N=C3CCCCCC3C2(O)C(F)(F)F)c1O (stereo not drawn),3
Cc1cc(C)c(S(=O)(=O)NCC2CCCO2)c(C)c1 (stereo not drawn),4
Cc1cccc(NS(=O)(=O)c2ccc([N+](=O)[O-])cc2)c1C,12
COc1ccc(C(=O)NN2CCOCC2)cc1OC,8
Fc1ccc(-c2noc(-c3ccccc3Cl)n2)cc1,-26
O=C1C(Cc2ccccc2)NC(=S)N1c1ccccc1 (stereo not drawn),-2
CCCN1C(=O)c2ccccc2NC1c1ccc(OC)c(COc2ccc(F)cc2)c1 (stereo not drawn),-1
COc1ccc(NCCC(=O)c2ccc(Cl)c(Cl)c2)cc1,-8
Fc1ccc(-c2nnn(Cc3c(F)cccc3Cl)n2)cc1,2

Molecules from the list above with a furan ring, fused or not:
mol,ER stress death
O=C(/C=C/c1ccco1)Nc1ccc2c(c1)OCCO2,-8
Cc1ccc(N2C(=O)NC(=O)/C(=C\c3ccc(N4CCOCC4)o3)C2=O)cc1,0
COC(=O)c1c(C)oc2cc(Br)c(OCc3ccc([N+](=O)[O-])cc3)cc12,1
O=C1NC(=O)N(c2ccc(I)cc2)C(=O)/C1=C\C=C\c1ccco1,-1
O=C1S/C(=C\c2ccc(-c3ccccc3[N+](=O)[O-])o2)C(=O)N1c1cccc(Cl)c1,6

Other entries follow.
mol,ER stress death
CCC(C)OC(=O)C1=C(C)NC2=C(C(=O)CCC2)C1c1ccc(OC)c(OCc2ccccc2)c1 (stereo not drawn),2
Cc1cc(NC(=O)c2ccc(C(C)(C)C)cc2)ccc1NC(=O)c1ccccc1,12
O=C(Nc1ccc([N+](=O)[O-])cn1)C1c2ccccc2Oc2ccccc21,-3
O=C1C(=O)N(CCCn2ccnc2)C(c2ccccc2Cl)/C1=C(\O)c1ccc(Cl)cc1 (stereo not drawn),1
Cc1cc(/C=N/O)c(C)n1-c1ccc(F)cc1,0
Nc1ccc2nc(SCc3ccc(Cl)cc3)sc2c1,-4
C=CCn1c2ccccc2n2c(C(=O)OCC)c(C)nc12,4
O=C(/C=C/Nc1ccc([N+](=O)[O-])cc1Br)c1ccccc1,0
Cc1ccc(N2C(=O)C3C(c4cccc(F)c4)OC4(C(=O)c5ccccc5C4=O)C3C2=O)cc1 (stereo not drawn),8
COc1cc(-c2ncnn2-c2sc3c(c2C#N)CCCC3)ccc1O,4
CC(C)c1ccc(N2C(=O)CSC23C(=O)Nc2ccccc23)cc1 (stereo not drawn),5
CCN(CC)c1ccc(NC(=O)/C=C\C(=O)O)cc1,3
O=C(N/N=C/c1ccc(O)c(O)c1)c1ccc(-c2ccccc2)cc1,-2
O=C(NCc1ccccc1)C(=O)Nc1cccc2ccccc12,12
Cc1cc(OCC(=O)NCc2ccco2)ccc1Br,5
CCCOc1cccc(C(=O)Nc2sc(C)c(-c3ccc(C)cc3)c2C(=O)OC)c1,16
CCOC(=O)c1conc1-c1ccc(N(CC)CC)cc1,4
CCCSc1nsc(SCCC)c1C(N)=O,10
CCN1C(=O)/C(=C/c2c(F)cccc2Cl)SC1=S,-1
Cc1cccn2c(=O)c(/C=C3\SC(=S)NC3=O)c(NCCCn3ccnc3)nc12,10
CC1(C)Cc2c(c(N3CCOCC3)nc3sc4c(NCc5ccccc5)ncnc4c23)CO1,4
COc1ccc(C(C)N(C)CCC(c2ccccc2)c2ccccc2)cc1OC (stereo not drawn),-13
O=C1OC(Oc2ccccc2)(c2ccccc2)c2ccccc21 (stereo not drawn),7
O/N=C/c1ccc(OCc2ccc(Cl)c(Cl)c2)cc1,-3
COc1cc(OC)cc(C(=O)Nc2ccc(-c3nc4ccccc4s3)c(O)c2)c1,1

(listing goes on)
mol,ER stress death
Cc1cc(Br)ccc1OCC(=O)O/N=C(\N)c1ccncc1,4
NS(=O)(=O)c1ccc(CNS(=O)(=O)Cc2ccccc2)cc1,-1
COc1ccc(C(=O)/C=C/Nc2ccccc2F)cc1,-1
Cc1ccc(S(=O)(=O)NCCNc2ccc(Cl)cc2[N+](=O)[O-])cc1,4
O=C(N/N=C/c1nc2ccccc2n1Cc1ccccc1)c1ccccc1,2
CC(=O)Nc1ccc(C(=O)N2CCCc3ccccc32)cc1,8
COc1ccccc1C(=O)Nc1ccc2nn(-c3ccc(F)cc3)nc2c1,0
O=[N+]([O-])c1ccc(C=Nc2ccc(Oc3ccccc3)cc2)s1,-1
Cc1ccccc1CC1S/C(=N/N=C/c2ccccc2F)NC1=O (stereo not drawn),3
NS(=O)(=O)c1ccc(N/C=C/C(=O)c2ccc(Cl)c(Cl)c2)cc1,9
CCN1C(=O)/C(=C/c2cccc(OC(=O)c3ccccc3I)c2)SC1=S,9
CCOc1cc(/C=N/NC(=O)Cc2cccc3ccccc23)cc([N+](=O)[O-])c1O,11
Cc1ccc(N2CC(C(=O)NCc3ccccc3)CC2=O)cc1 (stereo not drawn),7
CC(=O)OCc1c(OC(C)=O)ccc2c([N+](=O)[O-])c(C)n(-c3ccc(C)cc3)c12,0
Cc1cc(=O)[nH]c(N/N=C/c2ccc(Br)cc2)n1,0
O=C(c1cccnc1)N1N=C(c2ccncc2)CC1(O)C(F)(F)F (stereo not drawn),2
CCCOc1cccc(C(=O)Nc2sc(C)cc2C(=O)OC)c1,1
COc1ccc(-n2c(O)c(C=Nc3cccc(F)c3)c(=O)[nH]c2=O)cc1,3
COCCNC(=O)c1ccc(OC)c(OC)c1,9
O=C(CN1C(=O)c2ccccc2C1=O)Nc1ccccc1C(=O)N1CCOCC1,1
COc1ccc(C2CC(=O)C3=C(C2)Nc2ccccc2NC3c2coc3ccccc3c2=O)cc1OC (stereo not drawn),2
CCOC(=O)c1ccccc1NC(=O)CN(c1ccc(OC)c(Cl)c1)S(C)(=O)=O,-4
O=C(/C=C/c1ccccc1Cl)Nc1cc(Cl)c(Cl)cc1Cl,1
COc1ccc(C(=O)N2CCN(CCCc3ccccc3)CC2)cc1,3
O=C1N=c2ccccc2=C1c1sc(=S)n(CC2CCCO2)c1O (stereo not drawn),3

(continued)
mol,ER stress death
O=C(c1cccc(F)c1)c1ccc2c(c1)CCCO2,5
Oc1ccc(Cl)cc1-c1cc(-c2ccc(Br)cc2)n[nH]1,-12
Cc1csc(/C(C#N)=C/c2sccc2C)n1,0
Cc1cc2c(cc1C)CN(c1cccc(C(=O)NN)c1)C2,-2
CC(C)CC(C(=O)O)N1C(=O)C2C3C=CC(C2C1=O)C1C(=O)N(C(CC(C)C)C(=O)O)C(=O)C31 (stereo not drawn),1
CCCOc1ccc(Cn2ccnc2)cc1[N+](=O)[O-],-6
COc1ccccc1CNC(=O)c1ccc(F)cc1,100*
CCN1C(=O)/C(=C\c2ccc(N(C)C)c(Br)c2)SC1=S,9
CN1CCN(C(=O)c2cnn3c(C(F)(F)F)cc(-c4cccs4)nc23)CC1,3
CCOc1cc(C2C3=C(CC(C)(C)CC3=O)OC3=C2C(=O)CC(C)(C)C3)cc(Br)c1O,2
COc1ccccc1C/C(N)=N/OC(=O)c1ccccc1Br,-3
CCCOc1ccc(N2C(=O)CC(N3CCC(C(=O)OCC)CC3)C2=O)cc1 (stereo not drawn),8
CCOc1ccc(N2C(=O)CC(N3CCC(C(N)=O)(N4CCCCC4)CC3)C2=O)cc1 (stereo not drawn),-5
O=C(c1cccc([N+](=O)[O-])c1)c1ccc2c(c1)C(=O)N(c1ccc(Cl)cn1)C2=O,7
CCCOc1ccc(N2C(=O)CC(N(Cc3ccco3)C(=S)Nc3ccccc3)C2=O)cc1 (stereo not drawn),-2
CC(NC(=O)CSc1nc2ccc(N3C(=O)c4ccccc4C3=O)cc2s1)c1ccccc1 (stereo not drawn),-4
Cc1[nH]n(-c2ccccc2)c(=O)c1/C=C1/C=Nc2ccccc21,-4
O=C(CNC(=O)C(c1ccccc1)c1ccccc1)N/N=C/c1cn[nH]c1-c1ccccc1,50
COc1ccc(/C=N/N(C)c2cc(C)nc(-c3ccccc3O)n2)cc1OC,0
CC(C)c1ccc(NC(=O)CN(c2ccc(Br)cc2)S(C)(=O)=O)cc1,1
CN1CCN(C(=O)c2ccccc2NC(=O)CCCN2C(=O)c3ccccc3C2=O)CC1,-2
Cc1occc1C(=O)N/N=C/c1ccc(O)cc1O,5
S=C(NCCN1CCOCC1)Nc1cccc(Cl)c1,-1
CCOc1ccc(/C=C2\C(=O)NC(C)=C2C(=O)OC)cc1,-6
Cc1sc(NC(=O)c2ccc(-c3ccccc3)cc2)c(C(N)=O)c1C,-1

(list continues)
mol,ER stress death
O=S(=O)(Nc1ccccn1)c1ccc(Br)cc1,4
CCOc1cccc(-c2cc(C(=O)NN)[nH]n2)c1,2
O=C1C(=C/C=C/c2ccccc2)C(=O)c2ccccc21,4
CN1C2C=C(N(CCc3c[nH]c4ccccc34)C(=O)c3ccc(F)cc3)CC1CC2 (stereo not drawn),-7
O=C(NCCNc1ccc(Cl)cc1[N+](=O)[O-])c1ccc(Br)o1,3
Cc1cccc(N2C(=O)/C(=C/c3ccc4c(c3)OCO4)SC2=S)c1C,0
CCOc1cccc2c1N(C(C)=O)C(C)(C)C(=S)C2=C1SC(C(=O)OC)=C(C(=O)OC)S1,10
CC(=O)Nc1ccc(N2C(=O)c3cc4ccccc4cc3C2=O)cc1,11
